Assay outcomes from PubChem.
UCHL1 block: inhibitors of human UCHL1 deubiquitinase; Ubiquitin carboxyl-terminal hydrolase isozyme L1 (Homo sapiens), P09936; purified UCHL1, Ub-rhodamine cleavage fluorescence; inhibition, % at 20 µM; hit rate 0.2% among 47,000; AID 1645859, 2021
Target sequence (P09936 whole entry, looked up): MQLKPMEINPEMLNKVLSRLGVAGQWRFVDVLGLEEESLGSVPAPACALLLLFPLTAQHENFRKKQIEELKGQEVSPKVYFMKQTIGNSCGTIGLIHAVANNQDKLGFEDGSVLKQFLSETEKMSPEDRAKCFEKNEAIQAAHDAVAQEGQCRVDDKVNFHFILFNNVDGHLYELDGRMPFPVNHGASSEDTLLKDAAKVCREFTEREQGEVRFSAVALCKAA
OTUD3 block: inhibitors of human OTUD3 deubiquitinase; OTU domain-containing protein 3 (Homo sapiens), Q5T2D3; purified OTUD3, Ub-rhodamine fluorescence, 2 h; inhibition, % at 25 µM; hit rate 0.7% among 47,000; AID 1645858, 2021
USP28 inh: inhibitors of human USP28 deubiquitinase. Ubiquitin carboxyl-terminal hydrolase 28 (Homo sapiens), Q96RU2. hit rate 3% among 47,000. AID 1645857, 2021. purified USP28, Ub-rhodamine cleavage fluorescence, 30 min. inhibition, % at 25 µM
USP8 block: inhibitors of human USP8 deubiquitinase; Ubiquitin carboxyl-terminal hydrolase 8 (Homo sapiens), P40818; inhibition, % at 20 µM; purified USP8, Ub-rhodamine cleavage fluorescence, 30 min; hit rate 4.2% among 47,000
USP10 inh: inhibitors of human USP10 deubiquitinase; Ubiquitin carboxyl-terminal hydrolase 10 (Homo sapiens), Q14694; purified USP10, Ub-rhodamine fluorescence, 60 min; inhibition, % at 20 µM; hit rate 1.1% among 47,000; AID 1645856, 2021
USP7 block: inhibitors of human USP7 deubiquitinase. Ubiquitin carboxyl-terminal hydrolase 7 (Homo sapiens), Q93009. purified USP7, Ub-rhodamine cleavage fluorescence. inhibition, % at 20 µM. hit rate 0.3% among 47,000. AID 1645854, 2021
USP30 block: inhibitors of human USP30 deubiquitinase. purified USP30, Ub-rhodamine cleavage fluorescence. inhibition, % at 25 µM. hit rate 5.3% among 47,000
USP17 inh: inhibitors of human USP17 deubiquitinase. hit rate 6.5% among 47,000. Ubiquitin carboxyl-terminal hydrolase 17-like protein 5 (Homo sapiens), A8MUK1. AID 1645855, 2021. purified USP17, Ub-rhodamine cleavage fluorescence, 3 h. inhibition, % at 50 µM
Target sequence (A8MUK1 whole entry, looked up): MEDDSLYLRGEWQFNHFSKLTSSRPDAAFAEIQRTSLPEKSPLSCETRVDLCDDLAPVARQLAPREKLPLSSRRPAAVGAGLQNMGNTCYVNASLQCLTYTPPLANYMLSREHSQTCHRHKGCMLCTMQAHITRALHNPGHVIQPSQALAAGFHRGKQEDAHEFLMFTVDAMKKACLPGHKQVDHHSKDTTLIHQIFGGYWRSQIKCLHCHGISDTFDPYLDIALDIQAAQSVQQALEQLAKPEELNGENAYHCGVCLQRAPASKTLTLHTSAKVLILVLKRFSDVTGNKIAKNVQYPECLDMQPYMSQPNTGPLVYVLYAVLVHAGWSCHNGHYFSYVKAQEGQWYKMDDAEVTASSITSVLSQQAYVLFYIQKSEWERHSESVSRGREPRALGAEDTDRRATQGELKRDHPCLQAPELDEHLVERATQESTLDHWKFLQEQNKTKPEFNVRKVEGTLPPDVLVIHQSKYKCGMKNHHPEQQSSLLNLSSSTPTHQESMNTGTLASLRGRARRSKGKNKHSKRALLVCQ
Starred values were filed as active, the others as inactive; i = inactive; . = not tested or not shown. Rule as the data show it: active = inhibition above about 30%; inactive = the rest.

SMILES	UCHL1 block	OTUD3 block	USP28 inh	USP8 block	USP10 inh	USP7 block	USP30 block	USP17 inh
CCS(=O)(=O)Nc1ccc2sc(NC(=O)c3ccc(C)cc3)nc2c1	4	0	7	-3	2	2	-27	4
CC(C)(C)c1nn(-c2ccccc2)c2[nH]c(=O)c(CNCc3ccco3)cc12	-9	-45	-64	39*	-3	16	-280	-38
O=C(CCC(=O)N1CCC(C(=O)N2CCCCC2)CC1)Nc1ccc(Oc2ccccc2)cc1	-4	-4	6	3	-4	-12	11	7
Cc1ccc(-n2c3c(c(=O)[nH]c2=O)CN(C2CCCCC2)CN3)cc1	-3	-5	-5	-2	-1	0	-5	-5
O=C(CCCn1c(=O)[nH]c2ccccc2c1=O)N1CCC(O)(c2ccc(Cl)cc2)CC1	-2	0	-2	-10	-4	-12	0	-5
O=C(CN1C(=O)CCCc2cc(S(=O)(=O)N3CCCC3)ccc21)NC1CC1	0	5	8	26	-2	3	14	9
Cc1ncc(-c2nc(-c3ccccc3)cs2)c(=O)n1CC(=O)Nc1ccc(F)cc1F	-21	-219	-200	-42	-6	-27	i	-150
Cc1nc(CO[C@H]2CN(Cc3cnn(C)c3)[C@@H]3CCCO[C@H]23)cs1	-2	0	-8	-81	-1	1	0	-11
O=c1c2cnc3nc(-c4ccncc4)nn3c2ccn1Cc1ccccn1	-1	5	-2	-6	0	1	1	9
COc1ccc2[nH]c3c(c2c1)CCN1C(=O)CN(CCc2ccccc2)C(=O)C31C (stereo not drawn)	2	2	0	-1	-2	5	0	-1
O=S(=O)(c1cccc(F)c1)N1CCC2(CC1)CC2c1nnc(-c2cccc(F)c2)o1 (stereo not drawn)	7	1	13	-2	8	1	21	0
Cn1c(=O)[nH]c(=O)c2c1nc(N1CCN(CC(N)=O)CC1)n2CCc1ccccc1	-2	-18	-7	2	0	0	5	1
Cc1cccc(-c2noc(-c3c(C)noc3C)n2)c1	-3	3	0	6	10	-5	9	10
CCNc1nc(SCC(C)=O)nc2sc3c(c12)CCC(C)C3 (stereo not drawn)	5	16	20	2	5	0	34*	58*
O=C(NCc1ccccc1)c1ccc2noc(-c3ccc(F)cc3)c2c1	4	5	0	5	8	3	-18	-16
O=C(/C=C/c1ccccc1)NCCOc1ccccc1	-1	-2	-1	1	1	3	8	-8
O=C(NCCO)C1CCN(c2ncc(C(F)(F)F)cc2Cl)CC1	0	-1	5	0	-1	0	2	-5
CC1CCCCC1Nc1ncnc2c1CN(C1CCNCC1)C(=O)CN2C (stereo not drawn)	0	4	5	-134	-5	3	-224	-12
Cc1ccccc1CN1CCC(C2CCCCCN2C(=O)C2CCOCC2)CC1 (stereo not drawn)	-2	-9	-18	-10	-6	1	-28	-18
Cc1ccc(NC(=O)CCc2nc(CSc3nnc(-c4ccco4)o3)no2)cc1C	2	-5	0	-146	-6	-7	-28	-14

Records above shown as hits in USP17 inh.
SMILES	UCHL1 block	OTUD3 block	USP28 inh	USP8 block	USP10 inh	USP7 block	USP30 block	USP17 inh
CCNc1nc(SCC(C)=O)nc2sc3c(c12)CCC(C)C3 (stereo not drawn)	5	16	20	2	5	0	34*	58*

Individual results from the entries so far:
COc1ccc2[nH]c3c(c2c1)CCN1C(=O)CN(CCc2ccccc2)C(=O)C31C (stereo not drawn) @ UCHL1 block: 2
Cc1ncc(-c2nc(-c3ccccc3)cs2)c(=O)n1CC(=O)Nc1ccc(F)cc1F @ USP28 inh: -200

The results go on.
SMILES	UCHL1 block	OTUD3 block	USP28 inh	USP8 block	USP10 inh	USP7 block	USP30 block	USP17 inh
CC(C)CCNC(=O)C(=O)c1cn(CC(=O)N2CCCC2)c2ccccc12	1	-8	-3	-15	0	-10	-104	-21
Cn1ccc(C(=O)N2CCCC(Cc3cc(-c4ncc[nH]4)ncn3)C2)n1 (stereo not drawn)	-2	-7	-7	-44	0	0	-3	-12
O=C(OC(C(=O)Nc1cccc(S(=O)(=O)N2CCOCC2)c1)c1ccccc1)c1cccnc1 (stereo not drawn)	4	-5	-9	-5	-5	0	-18	-1
N#Cc1c2c(c(-c3ccccc3)n3c1nc1ccccc13)CCC2	0	-8	0	-7	-5	5	-38	43*
O=C(O)c1ccc(-c2cnn(-c3ccccc3)c2)nc1	-2	-6	-8	-4	0	-7	-73	-26
COc1ccc(C(C)=O)cc1COC(=O)Cn1cnc2c1c(=O)n(C)c(=O)n2C	-1	0	-2	1	-3	-1	-17	-4
CC(=O)N1CCCC[C@@H]2[C@H]1CCN2Cc1cn[nH]c1-c1ccccc1	-6	-2	-26	-37	-8	-4	-114	-31
COc1cccc(C2c3[nH]c4ccccc4c3C[C@H]3C(=O)N(c4ccc(C(=O)NCCc5ccc(F)cc5)cc4)C(=O)N23)c1 (stereo partly drawn)	-51	-27	-43	-52	-8	-43	-168	-25
C/C1=C/C=C/[C@H](C)[C@H](O)[C@@H](C)[C@@H](O)[C@@H](C)[C@H](O)[C@H](C)[C@@H](O)[C@@H](C)/C=C(/C)C(=O)c2c(O)c(C)cc3c2C(=O)C=C(NC1=O)C3=O	-4	-10	-6	-46	-5	-14	-62	51*
Cc1cc(=O)n(CC(=O)Nc2ccccc2)c(Nc2ccc(F)cc2)n1	0	-1	43*	-3	10	-8	63*	69*
Cc1ccc(C(=O)N2CC(=O)N(Cc3ccc(Cl)cc3)CC(O)C2)cc1 (stereo not drawn)	2	7	3	0	0	-42	17	1
CCOC(=O)N1CCC(NC(=O)CCC(=O)N2CC(C)Oc3ccc(C)cc32)CC1 (stereo not drawn)	0	13	2	24	-2	0	26	10
CN(C)CCNC(=O)c1ccn(-c2ccc3ccc(-c4cnn(C)c4)cn23)n1	-162	-167	-225	-206	-7	-131	i	-138
CCOc1ccc(NC(=O)COc2cccc(-n3cnnn3)c2)cc1	0	14	55*	10	3	1	34*	8
Cc1cc2[nH]c(=O)[nH]c2cc1S(=O)(=O)NCc1ccccc1	-5	-6	-24	-26	-3	-1	-9	-13
Cc1ocnc1C(=O)N[C@@H]1C[C@@H](Oc2ccccc2)[C@H](O)[C@H]1N1CCOCC1	1	4	4	13	-2	5	-5	9
CSc1cccc(NC(=O)C2C3C=CC4(O3)C2C(=O)N(C2CC2)C4C(=O)NC2CCCCC2)c1 (stereo not drawn)	1	3	-1	-1	0	-3	13	3
Cc1ccc2cc3c(NC(=O)CCC(=O)O)nn(CC(C)C)c3nc2c1	-5	-9	-2	1	-1	2	-15	5
CN1CCCc2cc(C(CNC(=O)COc3ccc(F)cc3)N3CCCCC3)ccc21 (stereo not drawn)	-7	-21	-19	-8	-4	-9	-84	-24
Cc1ccc2nc(Nc3nc(-c4cnc(N5CCCC5)nc4C)cc(=O)[nH]3)nc(C)c2c1	-2	-3	-7	2	1	1	2	-1
CCN1C(=O)c2ccccc2C(=O)[C@@]2(C)CN(C(=O)Cc3ccccc3F)C[C@@H]12	1	0	-7	12	0	2	16	11
CCCc1noc(-c2ccc(-n3ncc(C(=O)N4CCN(C)CC4)c3C)nc2)n1	2	16	11	6	-1	1	30*	7
COc1ccc(Cn2nc(C)cc2NC(=O)c2cccc(F)c2)cc1OC	5	14	7	-4	9	10	6	1
Cc1ccc(NC(=O)c2cccc(N)c2)cc1	-3	0	5	9	2	-1	-5	0
COc1ccccc1C(=O)N1CCCC1c1nc(-c2ccccc2)n[nH]1 (stereo not drawn)	-2	3	-3	5	3	-2	0	5
COc1ccccc1C1(NC(=O)c2c(C)noc2C)CCCC1	-4	-1	.	1	0	-4	.	-4
O=C(COc1ccccc1-c1nnc(-c2ccccc2)o1)Nc1ccccc1F	-1	1	0	9	13	8	26	46*
CCCc1nc(C2CN(C(=O)Cc3csc(C)n3)CCO2)n[nH]1 (stereo not drawn)	0	-4	-7	-44	-3	-1	-14	-11
CN(C)S(=O)(=O)c1ccc(C(=O)Nc2sccc2C#N)cc1	-19	-20	-23	-12	-8	-19	-90	-7
O=C(O)c1ccccc1C(=O)N(Cc1ccc2c(c1)CCO2)C1CC1	-5	-4	-5	-13	-7	-1	-2	-5
COc1ccccc1-c1cc2n(n1)CCN(Cc1ccc(C)c(C)c1)C2	3	-10	-12	-17	5	-31	-7	-8
COc1cc(O)c2c(c1C)C(C)(C(C)=O)OC2=O (stereo not drawn)	1	5	-3	-10	-6	2	-17	-47
CCOc1ccc2oc(C(=O)OCC(=O)Nc3ccc(S(=O)(=O)N4CCCC4)cc3)c(C)c2c1	-15	-30	-31	-30	-4	-12	-157	-30
COc1cccc(NC(=O)N2CCC(N(C)C(C)C)CC2)c1	-2	-3	-8	1	-1	-1	-10	-2
CNC1CCC2(CC1)CN(C(=O)c1cnc(C)nc1C)Cc1ccccc1O2 (stereo not drawn)	0	10	5	-150	-3	4	8	-14
COc1cccc(NC(=O)c2ccc(-c3csc(C)n3)cc2)c1	0	-9	60*	-10	2	-5	7	8
COc1cc(NC(=O)CSc2nnc(-c3cc4ccccc4n3C)o2)cc(OC)c1	0	20	15	16	-2	2	49*	20
CC(C)CCN1C(=O)C2C(C(=O)Nc3ccc(Oc4ccccc4)cc3)C3C=CC2(O3)C1C(=O)NC1CCCCC1 (stereo not drawn)	4	30*	18	31*	10	-97	63*	.
CCC(=O)c1cn(CC(=O)Nc2cccc(C)c2)c2ccccc12	-3	-1	7	0	-1	0	1	7
CN(Cc1ccc2c(c1)OCO2)C(C(=O)N1CCCC1)c1ccccc1 (stereo not drawn)	-2	-8	-11	-1	-1	-1	-2	-40

Shown with the structure last: part of the list above
UCHL1 block,OTUD3 block,USP28 inh,USP8 block,USP10 inh,USP7 block,USP30 block,USP17 inh,structure
-19,-20,-23,-12,-8,-19,-90,-7,CN(C)S(=O)(=O)c1ccc(C(=O)Nc2sccc2C#N)cc1
-5,-4,-5,-13,-7,-1,-2,-5,O=C(O)c1ccccc1C(=O)N(Cc1ccc2c(c1)CCO2)C1CC1
3,-10,-12,-17,5,-31,-7,-8,COc1ccccc1-c1cc2n(n1)CCN(Cc1ccc(C)c(C)c1)C2
1,5,-3,-10,-6,2,-17,-47,COc1cc(O)c2c(c1C)C(C)(C(C)=O)OC2=O (stereo not drawn)
-15,-30,-31,-30,-4,-12,-157,-30,CCOc1ccc2oc(C(=O)OCC(=O)Nc3ccc(S(=O)(=O)N4CCCC4)cc3)c(C)c2c1
-2,-3,-8,1,-1,-1,-10,-2,COc1cccc(NC(=O)N2CCC(N(C)C(C)C)CC2)c1

Continuation:
SMILES	UCHL1 block	OTUD3 block	USP28 inh	USP8 block	USP10 inh	USP7 block	USP30 block	USP17 inh
O=C(N1CCC(Nc2nc3c(c(=O)[nH]2)CCCC3)CC1)C1(c2ccccc2)CC1	1	12	18	18	3	3	8	11
Cc1ncc(CN2CCCN(c3cc(-c4ccc5ccccc5c4)ncn3)CC2)[nH]1	-1	-3	-1	5	-3	-3	-28	6
Cc1cc(SCC(=O)NCc2ccccc2)nc(C)n1	-4	0	.	-2	0	1	.	-16
CCCCn1cc(NC(=O)C2=CC(c3ccc(OC)cc3)=NS(=O)(=O)N2C)cn1	4	0	0	-71	2	5	-2	-6
Cc1cccc(OCC(=O)Nc2ccc3c(c2)nc(CCN2CCC(C)CC2)n3C)c1	-4	-8	4	-6	-7	-6	-14	0
CCC(C)[C@H](NC(=O)N1CCn2c1nc1ccccc12)C(=O)NCCCc1ccccc1 (stereo partly drawn)	6	4	6	1	13	3	22	0
Cc1nc(=O)c2cc(Cl)ccc2n1C1=CCN(C(=O)c2ccccn2)CC1	4	-12	-6	-10	1	7	-83	-23
CCC1=C(c2ccc(C)cc2)S(=O)(=O)NC1=NCC(=O)NC1CCCCCC1	-2	-14	-12	2	4	1	-15	-8
COc1ccc(-n2nnnc2CNC(=O)C2CC(=O)N(c3ccc(Cl)cc3)C2)cc1 (stereo not drawn)	-4	-12	-4	-7	-3	-11	-14	-13
O=S(=O)(N1CCCC1)N1CCCC1c1ccnc(Nc2ccccn2)n1 (stereo not drawn)	1	5	0	0	-2	1	-134	2
Cc1nc2cc(-c3noc(/C=C/c4ccccc4)n3)ccc2n(C)c1=O	-4	-20	-31	-9	-7	-5	-56	-6
CCOC(=O)C1CCN(C(c2cccc(OC)c2)c2c(NC(C)=O)sc3c2CCCC3)CC1 (stereo not drawn)	7	0	1	1	11	15	15	9
O=C(Cn1c(=O)n(C2CC2)c(=O)c2nscc21)Nc1ccc(F)cc1	-7	-7	0	1	-6	-6	-28	-10
CCc1nnc(-c2ccc(=O)n(CC(=O)N3CCN(c4cccc(C)c4C)CC3)c2)o1	-2	0	-3	-13	-2	-4	-9	-8
CC(C)NC(=O)N1CCC(c2cc3c(ncn3C)c(-c3cccnc3)n2)CC1	-2	-2	-7	-128	4	3	-21	-22
O=C(O)CCCCCN1C(=O)[C@@H]2Cc3ccccc3CN2C1=O	2	5	3	1	0	4	10	1
